NF-kB neuron act: activators of NF-kB expression in neurons, primary screen, cell-based, HTS. AID 1239, 2008. fold change at 12.5 µM. human neuronal cells, NF-kB reporter expression; active compounds read high. 1.6% of 190,000 active; in the data active = fold change above about 3.3
PMI act satM6P: human PMI activators, high substrate, primary screen, biochemical, fluorescence intensity, near-saturating mannose 6-phosphate; Mannose-6-phosphate isomerase (Homo sapiens), P34949; coupled PMI enzyme assay, resazurin fluorescence, 20 min; active compounds read high; 1 = untreated enzyme, 0 = substrate-free blank; activation factor at 20 µM; 0.34% of 190,000 active; AID 1216, 2008;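 active = activation factor of 2 or more at 20 µM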
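Test system – human PMI in coupled enzyme assay · Timing – 20 min incubation at room temperature · Detection – Diaphorase-driven resazurin-to-resorufin fluorescence, excitation 544, emission 590 nm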
TNAP inh noacc: human TNAP enzyme inhibitors, primary screen, biochemical, luminescent, no phosphate acceptor, uHTS; Alkaline phosphatase, tissue-nonspecific isozyme (Homo sapiens), P05186; purified TNAP, CDP-star luminescence, 30 min; inhibition, % at 20 µM; 0.26% of 200,000 active;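 active = tissue-nonspecific alkaline phosphatase inhibition above about 50% at 20 µM in the single-dose screen, limit read from the data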;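 note: 0% = DMSO negative control and 100% = EDTA positive control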
Target sequence (P05186 whole entry, looked up): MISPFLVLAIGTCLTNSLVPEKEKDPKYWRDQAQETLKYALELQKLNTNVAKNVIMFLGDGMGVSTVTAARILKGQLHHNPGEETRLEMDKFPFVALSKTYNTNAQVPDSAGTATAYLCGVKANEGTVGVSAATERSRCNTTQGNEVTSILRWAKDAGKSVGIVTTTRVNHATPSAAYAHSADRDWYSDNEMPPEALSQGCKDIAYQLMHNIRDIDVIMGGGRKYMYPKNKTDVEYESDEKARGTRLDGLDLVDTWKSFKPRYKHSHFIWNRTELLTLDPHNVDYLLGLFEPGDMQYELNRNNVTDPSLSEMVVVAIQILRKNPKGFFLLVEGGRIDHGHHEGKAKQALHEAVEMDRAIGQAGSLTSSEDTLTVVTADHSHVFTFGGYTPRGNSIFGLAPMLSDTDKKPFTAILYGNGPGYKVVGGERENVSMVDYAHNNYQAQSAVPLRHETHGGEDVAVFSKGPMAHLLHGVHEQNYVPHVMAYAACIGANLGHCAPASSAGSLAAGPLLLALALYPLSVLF
APP 5'UTR act: activators of APP 5'UTR luciferase reporter, primary screen, SH-SY5Y cells. SH-SY5Y APP 5'UTR luciferase reporter, luminescence; zero percent = DMSO vehicle wells. activation, % at 2 µM. 1% of 190,000 active. AID 1276, 2008;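 active = activation above a set limit, based on mean plus 3 SD of controls, cut at about 140% in these data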; note: values of inactives mirror those of a sister screen read the other way
bIAP activator: bovine intestinal alkaline phosphatase activators, primary screen, biochemical, bovine IAP, CDP-star luminescence; purified bovine IAP, 30 min; active compounds read high; fold of DMSO-control signal, blank-subtracted; activation factor at 20 µM; 0.17% of 200,000 active; AID 1016, 2008;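 active = activation factor of 2 or more at 20 µM, a signal rise over negative controls twice the positive control's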
TNAP act hiacc: TNAP activators at high phosphate acceptor level, primary screen, biochemical, luminescence, uHTS; 200,000 tested, under 10 active; purified TNAP, CDP-star luminescence, 1 M DEA, 30 min; active compounds read high; 0 = EDTA background, 1 = DMSO-only activity; Alkaline phosphatase, tissue-nonspecific isozyme (Homo sapiens), P05186; activation factor at 20 µM; AID 1136, 2008;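 active = activation factor at least 2 at 20 µM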
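Control set: EDTA negative control, DMSO positive control / Assay system: human TNAP / Quantity: TNAP 1/800 final / Evaluation: TNAP activation factor scaled between EDTA and DMSO control wells / Measured by: luminescent substrate turnover signal / Compound dosing: one dose, 20 µM / Times: 30 min enzyme reaction at room temperature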
FLuc inhib CS: firefly luciferase enzyme inhibitors, primary screen, artefact control for luciferase-based inhibitor screens, biochemical, luminescence, ATPLite; inhibition, % at 10 µM; 10 min; Luciferin 4-monooxygenase (Photinus pyralis), P08659; 1.5% of 200,000 active;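 active = inhibition above about 50% when tested at 10 µM, limit read from the data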
Target sequence (P08659 whole entry, looked up): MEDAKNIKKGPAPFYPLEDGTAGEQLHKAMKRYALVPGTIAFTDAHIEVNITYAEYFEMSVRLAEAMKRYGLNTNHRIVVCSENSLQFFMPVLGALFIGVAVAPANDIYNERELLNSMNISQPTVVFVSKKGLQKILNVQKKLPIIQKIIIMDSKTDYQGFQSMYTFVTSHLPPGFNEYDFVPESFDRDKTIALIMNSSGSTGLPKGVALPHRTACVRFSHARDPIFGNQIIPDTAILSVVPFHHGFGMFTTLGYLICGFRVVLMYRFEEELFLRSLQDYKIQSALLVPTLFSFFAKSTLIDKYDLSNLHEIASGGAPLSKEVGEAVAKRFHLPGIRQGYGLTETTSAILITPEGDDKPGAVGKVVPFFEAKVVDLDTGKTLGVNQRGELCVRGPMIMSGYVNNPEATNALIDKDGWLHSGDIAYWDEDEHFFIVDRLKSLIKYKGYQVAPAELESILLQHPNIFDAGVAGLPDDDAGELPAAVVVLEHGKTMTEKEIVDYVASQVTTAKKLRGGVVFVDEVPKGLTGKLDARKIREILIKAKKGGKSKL
TNAP inh hi DEA: human TNAP enzyme inhibitors, primary screen, biochemical, luminescent, high phosphate acceptor level, uHTS; inhibition, % at 20 µM; Alkaline phosphatase, tissue-nonspecific isozyme (Homo sapiens), P05186; 0.03% of 200,000 active; purified TNAP, CDP-star luminescence, 1 M DEA; AID 1135, 2008;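 active = over 50% inhibition of tissue-nonspecific alkaline phosphatase at 20 µM in the single-dose screen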;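 note: plate controls were DMSO wells for no effect and EDTA-quenched wells as full inhibition for full effect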
PMI act: activators of human PMI, primary screen, biochemical, fluorescence intensity, near-Km mannose 6-phosphate | purified human PMI, coupled resazurin fluorescence, 20 min; active compounds read high; 1 = vehicle control, 0 substrate-free wells | Mannose-6-phosphate isomerase (Homo sapiens), P34949 | 0.005% of 190,000 active | activation factor at 20 µM;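 active = activation factor of 2 or more at 20 µM, relative to plate controls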
FLuc stim CS: FLuc activators, initial screening, artefact control for FLuc-dependent activation tests, biochemical, ATPlite luminescence. ATPlite luciferase biochemical, 10 min; 0 = ATP-free wells, 1 = DMSO control. Luciferin 4-monooxygenase (Photinus pyralis), P08659. AID 1027, 2008. activation factor at 10 µM. 200,000 tested, under 10 active;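 active = luciferase activation factor, scaled between plate controls, of at least 2 with compound at 10 µM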
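Assay system: Luciferase/luciferin detection reagent, cell-free biochemical luciferase assay / Also added: ATP substrate / Schedule: 10 min at ambient temperature / Measured by: luminescence measurement of luciferase light output / Benchmarks: low control with PBS replacing ATP, high control enzyme plus ATP without compound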
Numbers without * were called inactive.

Start of the listing, in advance, two compounds:
`O=C(NCCNc1ccc([N+](=O)[O-])cc1C(F)(F)F)c1ccccc1F` gave NF-kB neuron act 1.1, PMI act satM6P 0.9, TNAP inh noacc -3, APP 5'UTR act -3, bIAP activator 0.9, TNAP act hiacc 1, FLuc inhib CS -3, TNAP inh hi DEA 2, PMI act 0.9 and FLuc stim CS 1.
Brc1ccccc1-c1nnc(SCc2nc3ccccc3s2)o1 was read as NF-kB neuron act 1.2, PMI act satM6P 0.8, TNAP inh noacc -12, APP 5'UTR act 81, bIAP activator 0.7, TNAP act hiacc 1, FLuc inhib CS 19, TNAP inh hi DEA -4, PMI act 0.9 and FLuc stim CS 0.8.

Results, repeating the preview:
`O=C(NCCNc1ccc([N+](=O)[O-])cc1C(F)(F)F)c1ccccc1F` gave NF-kB neuron act 1.1, PMI act satM6P 0.9, TNAP inh noacc -3, APP 5'UTR act -3, bIAP activator 0.9, TNAP act hiacc 1, FLuc inhib CS -3, TNAP inh hi DEA 2, PMI act 0.9 and FLuc stim CS 1.
Brc1ccccc1-c1nnc(SCc2nc3ccccc3s2)o1 was read as NF-kB neuron act 1.2, PMI act satM6P 0.8, TNAP inh noacc -12, APP 5'UTR act 81, bIAP activator 0.7, TNAP act hiacc 1, FLuc inhib CS 19, TNAP inh hi DEA -4, PMI act 0.9 and FLuc stim CS 0.8.
COc1cc(COCC(O)CN2CCOCC2)cc(OC)c1OC (stereo not drawn) was read as NF-kB neuron act 1.4, PMI act satM6P 1, TNAP inh noacc -14, APP 5'UTR act 0, bIAP activator 1, TNAP act hiacc 1.1, FLuc inhib CS -3, TNAP inh hi DEA -8, PMI act 1.1 and FLuc stim CS 1.
`COc1cccc(C2=NN(S(C)(=O)=O)C(c3cccs3)C2)c1` (stereo not drawn) gave NF-kB neuron act 1.9, PMI act satM6P 1, TNAP inh noacc -8, APP 5'UTR act 13, bIAP activator 0.9, TNAP act hiacc 1.1, FLuc inhib CS -3, TNAP inh hi DEA -6, PMI act 1 and FLuc stim CS 1.
NS(=O)(=O)c1ccc(CCNc2ncnc3c2c(-c2ccccc2)cn3-c2ccc(F)cc2)cc1 was read as NF-kB neuron act 0.35, PMI act satM6P 0.8, TNAP inh noacc -6, APP 5'UTR act -2, bIAP activator 1, TNAP act hiacc 1, FLuc inhib CS -8, TNAP inh hi DEA 1, PMI act 0.9 and FLuc stim CS 1.1.
For COC(=O)c1c(NC(=O)c2ccc(S(=O)(=O)N3CCOCC3)cc2)sc2c1CCN(C)C2 the results were NF-kB neuron act 0.79, PMI act satM6P 1.1, TNAP inh noacc -2, APP 5'UTR act 7, bIAP activator 0.8, TNAP act hiacc 1, FLuc inhib CS -2, TNAP inh hi DEA 3, PMI act 1.1 and FLuc stim CS 1.
Screening CC(=O)Nc1cccc(-c2csc(Nc3ncccn3)n2)c1 returned NF-kB neuron act 1.7, PMI act satM6P 0.9, TNAP inh noacc -10, APP 5'UTR act 135*, bIAP activator 1.2, TNAP act hiacc 1, FLuc inhib CS 40, TNAP inh hi DEA -4, PMI act 0.8 and FLuc stim CS 0.6.
`O=C(Cn1cnc2ccccc21)N/N=C/c1cccs1` gave NF-kB neuron act 1.1, PMI act satM6P 1.1, TNAP inh noacc -19, APP 5'UTR act 4, bIAP activator 0.9, TNAP act hiacc 1, FLuc inhib CS 1, TNAP inh hi DEA 1, PMI act 1.1 and FLuc stim CS 1.
For COc1ccc(NC(=O)c2cc([N+](=O)[O-])ccc2N2CCN(C)CC2)cc1 the results were NF-kB neuron act 1.2, PMI act satM6P 0.9, TNAP inh noacc -7, APP 5'UTR act 5, bIAP activator 0.9, TNAP act hiacc 1, FLuc inhib CS -6, TNAP inh hi DEA -3, PMI act 1 and FLuc stim CS 1.1.
For C/C(=N\Nc1nc2ccccc2[nH]1)c1cccs1 the results were NF-kB neuron act 5.4*, PMI act satM6P 0.9, TNAP inh noacc -31, APP 5'UTR act 150*, bIAP activator 1, TNAP act hiacc 1, FLuc inhib CS 74*, TNAP inh hi DEA -4, PMI act 0.8 and FLuc stim CS 0.3.
`COC(=O)Cc1c(C)nc2nc(NCc3c(F)cccc3Cl)[nH]n2c1=O` gave NF-kB neuron act 1.2, PMI act satM6P 1, TNAP inh noacc 2, APP 5'UTR act -9, bIAP activator 1, TNAP act hiacc 1, FLuc inhib CS -2, TNAP inh hi DEA -2, PMI act 0.9 and FLuc stim CS 1.
`CCCCN1C(=O)NC(NS(=O)(=O)c2ccc(N)cc2)(C(F)(F)F)C1=O` (stereo not drawn) gave NF-kB neuron act 1.2, PMI act satM6P 1, TNAP inh noacc -15, APP 5'UTR act 1, bIAP activator 1, TNAP act hiacc 1.1, FLuc inhib CS -9, TNAP inh hi DEA -10, PMI act 1.1 and FLuc stim CS 1.1.
`Cc1ccc(OCCn2c(=O)oc3ccc(C)cc32)cc1` gave NF-kB neuron act 1.5, PMI act satM6P 0.9, TNAP inh noacc -4, APP 5'UTR act -5, bIAP activator 0.9, TNAP act hiacc 1, FLuc inhib CS -1, TNAP inh hi DEA -1, PMI act 0.9 and FLuc stim CS 1.
CCN(CC)S(=O)(=O)c1ccc2[nH]cc(C(=O)NCCCN3CCCCC3)c(=O)c2c1 was read as NF-kB neuron act 1.1, PMI act satM6P 1.1, TNAP inh noacc -8, APP 5'UTR act 4, bIAP activator 0.9, TNAP act hiacc 1, FLuc inhib CS -4, TNAP inh hi DEA -4, PMI act 1 and FLuc stim CS 1.
`CCc1nc(SCCO)c2oc3ccccc3c2n1` gave NF-kB neuron act 1.2, PMI act satM6P 1, TNAP inh noacc -11, APP 5'UTR act 17, bIAP activator 0.9, TNAP act hiacc 1, FLuc inhib CS 8, TNAP inh hi DEA -3, PMI act 1 and FLuc stim CS 0.9.
`O=C(OC1CCCCC1)c1ccc(NC(=O)c2ccco2)cc1` gave NF-kB neuron act 2, PMI act satM6P 0.9, TNAP inh noacc -7, APP 5'UTR act 51, bIAP activator 0.9, TNAP act hiacc 1, FLuc inhib CS -3, TNAP inh hi DEA 0, PMI act 0.9 and FLuc stim CS 1.
CCOCC(=O)Nc1cc(C)on1 was read as NF-kB neuron act 0.82, PMI act satM6P 1.1, TNAP inh noacc -9, APP 5'UTR act 6, bIAP activator 0.9, TNAP act hiacc 1, FLuc inhib CS -8, TNAP inh hi DEA 1, PMI act 1.1 and FLuc stim CS 1.1.
For CCSc1nc(-c2cccnc2)ccc1C#N the results were NF-kB neuron act 1.4, PMI act satM6P 0.9, TNAP inh noacc 0, APP 5'UTR act -15, bIAP activator 0.7, TNAP act hiacc 1, FLuc inhib CS -2, TNAP inh hi DEA -1, PMI act 0.9 and FLuc stim CS 1.
Screening CCC(NS(=O)(=O)c1cn(C)nc1C)c1ccccc1 (stereo not drawn) returned NF-kB neuron act 0.99, PMI act satM6P 0.8, TNAP inh noacc -11, APP 5'UTR act 10, bIAP activator 1, TNAP act hiacc 1.1, FLuc inhib CS -6, TNAP inh hi DEA -6, PMI act 0.9 and FLuc stim CS 1.1.
Screening COc1ccc(-n2cnnc2SC(C)C(=O)Nc2cccc([N+](=O)[O-])c2)cc1 (stereo not drawn) returned NF-kB neuron act 0.93, PMI act satM6P 1, TNAP inh noacc -11, APP 5'UTR act 11, bIAP activator 0.8, TNAP act hiacc 1, FLuc inhib CS -5, TNAP inh hi DEA -1, PMI act 0.9 and FLuc stim CS 1.1.
`O=C(NCc1ccco1)C1CCCCN1S(=O)(=O)c1ccc(F)cc1` (stereo not drawn) gave NF-kB neuron act 1.1, PMI act satM6P 1, TNAP inh noacc -9, APP 5'UTR act 9, bIAP activator 1, TNAP act hiacc 1, FLuc inhib CS -4, TNAP inh hi DEA -1, PMI act 1 and FLuc stim CS 1.
O=C(CC1NCCNC1=O)Nc1cc(Cl)cc(Cl)c1 (stereo not drawn) was read as NF-kB neuron act 1.3, PMI act satM6P 1, TNAP inh noacc -11, APP 5'UTR act -3, bIAP activator 0.7, TNAP act hiacc 1.1, FLuc inhib CS -8, TNAP inh hi DEA -5, PMI act 1 and FLuc stim CS 1.1.
Screening Clc1ccc(Cn2nc(-c3ccccc3)nc2-c2ccccc2)cc1 returned NF-kB neuron act 1.9, PMI act satM6P 1, TNAP inh noacc 20, APP 5'UTR act -9, bIAP activator 0.9, TNAP act hiacc 1.1, FLuc inhib CS -6, TNAP inh hi DEA -5, PMI act 0.9 and FLuc stim CS 1.1.
Screening O=C(CSc1nnc(-c2ccccc2)n1-c1ccc(Cl)cc1)N/N=C/c1ccco1 returned NF-kB neuron act 1.2, PMI act satM6P 0.9, TNAP inh noacc 4, APP 5'UTR act -8, bIAP activator 1.2, TNAP act hiacc 1, FLuc inhib CS -8, TNAP inh hi DEA -1, PMI act 1 and FLuc stim CS 1.1.
For CC(C)(C)n1nnnc1C(c1cccs1)N1CCN(Cc2ccccc2)CC1 (stereo not drawn) the results were NF-kB neuron act 1.1, PMI act satM6P 1.1, TNAP inh noacc -8, APP 5'UTR act 10, bIAP activator 1, TNAP act hiacc 1, FLuc inhib CS 3, TNAP inh hi DEA 2, PMI act 1 and FLuc stim CS 1.
For NC(=O)CC1NC(=O)c2ccccc21 (stereo not drawn) the results were NF-kB neuron act 1.2, PMI act satM6P 1, TNAP inh noacc -17, APP 5'UTR act 4, bIAP activator 0.8, TNAP act hiacc 1.1, FLuc inhib CS -8, TNAP inh hi DEA -5, PMI act 1 and FLuc stim CS 1.1.
COc1cccc(C2C3=C(CCCC3=O)NC3=C2C(=O)c2ccccc23)c1 (stereo not drawn) was read as NF-kB neuron act 1.1, TNAP inh noacc 1, APP 5'UTR act -11, bIAP activator 1.1, TNAP act hiacc 1, FLuc inhib CS -1, TNAP inh hi DEA 3 and FLuc stim CS 1.
For NC(=S)NN=C1c2cc(S(=O)(=O)N3CCOCC3)ccc2-c2ccc(S(=O)(=O)N3CCOCC3)cc21 the results were NF-kB neuron act 1, PMI act satM6P 0.9, TNAP inh noacc 5, APP 5'UTR act 3, bIAP activator 1.1, TNAP act hiacc 0.8, FLuc inhib CS -5, TNAP inh hi DEA 24, PMI act 0.8 and FLuc stim CS 1.1.
For Cc1cc(F)ccc1N1CCC(N2CCN(C(C)C)C(CCO)C2)CC1 (stereo not drawn) the results were NF-kB neuron act 0.87, PMI act satM6P 0.9, TNAP inh noacc -5, APP 5'UTR act -5, bIAP activator 1.1, TNAP act hiacc 1, FLuc inhib CS -6, TNAP inh hi DEA -2, PMI act 0.8 and FLuc stim CS 1.1.

Compound activity (PubChem)
